Screening data as filed in PubChem.
G9a inh – qHTS Assay for Inhibitors of Histone Lysine Methyltransferase G9a. G9a H3K9 monomethylation, AlphaScreen, 2 h. 8.8% of 350,000 active. Potency, µM (titrated, usually from 102 µM), for the others: at the highest dose activity, negative = inhibition, usual class: inhibitors; note: potency is the fitted concentration of half-maximal effect; % is set by controls: 0 for no effect and ±100 for the full control effect; nearly all actives have a fitted effect of over 75% in size
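AlphaScreen read-out: biotin-H3K9 peptide (500 nM) methylation by 20 nM enzyme with 20 uM SAM, 2 h at room temperature after 15 min compound preincubation; anti-monomethyl H3K9 antibody plus donor/acceptor beads, 10 min dark.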
PGK inhibitor – qHTS Assay to Find Inhibitors of Phosphoglycerate Kinase; Phosphoglycerate kinase, glycosomal (Trypanosoma brucei brucei), P07378; PGK/GAPDH coupled, Kinase-Glo luminescence, 60 min; Potency, µM (series often up to 57.5 µM), without a hit: at the top dose activity change, negative = inhibition, hits mostly inhibitors; 0.043% of 380,000 active; note: potency is the fitted concentration of half-maximal effect; % is set by controls: 0 for no effect and ±100 for the full control effect; nearly all actives have a fitted effect of over 60% in size
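Luminescent ATP detection (Kinase-Glo Plus) follows a 60-minute room-temperature incubation, with wells lacking PGK as controls. Buffer: 100 mM TEA (pH 7.6), 5 mM MgCl2, 0.01% Tween-20. Coupling enzyme GAPDH (100 nM final) supplies unstable 1,3-BPG in-well.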
HP1b binding inh – HTS for Inhibitors of HP1-beta Chromodomain Interactions with Methylated Histone Tails | Chromobox protein homolog 1 (Homo sapiens), P83916 | AlphaScreen HP1-beta / biotin-H3K9me3 peptide binding | Potency, µM (doses to about 114 µM), for inactives: top-dose activity change, negative = inhibition, most hits filed as inhibitors | 0.56% of 390,000 active | AID 540317, 2011; note: potency is the fitted concentration of half-maximal effect; nearly all actives have a fitted effect of over 70% in size; inactives centre near 23
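HP1-beta protein (50 nM final) preincubated 30 min at room temperature with biotinylated H3(1-18)K9me3 peptide (50 nM) in PBS pH 7.4, 0.01% Tween-20, then compound added for 30 min. AlphaScreen streptavidin donor/nickel chelate acceptor beads (10 ug/mL final), 30 min dark, luminescence read.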
GLS inhibitor – qHTS for Inhibitors of Glutaminase (GLS); Glutaminase kidney isoform, mitochondrial (Homo sapiens), O94925; GLS enzymatic activity, qHTS titration; Potency, µM (titrated, usually from 45.5 µM), without a hit: at the highest dose activity change, negative = inhibition, actives largely listed as inhibitors; 0.21% of 410,000 active; note: potency is the fitted concentration of half-maximal effect; % is set by controls: 0 for no effect and ±100 for the full control effect
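hKGA in 45 mM KH2PO4 pH 8.2, 0.02% Tween-20 with pin-transferred compounds; 1 mM L-glutamine (stock) plus glutamate oxidase/HRP/Amplex Red coupling added. Fluorescence read initially and after 30 min at RT.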
PI4K2A block – qHTS for small molecular inhibitors of PI4K2A | Phosphatidylinositol 4-kinase type 2-alpha (Homo sapiens), Q9BTU6 | purified PI4K2A, ADP-Glo luminescence, 1 h; stronger effect = lower value | activity change, negative = inhibition, % at 76.9 µM | 0.13% of 420,000 active | AID 1346378, 2018; in the data active = activity change below about -50%; inconclusive = mostly about -30% to -49%;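 note: -100% = wells without enzyme as full effect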
Target sequence (Q9BTU6 whole entry, looked up): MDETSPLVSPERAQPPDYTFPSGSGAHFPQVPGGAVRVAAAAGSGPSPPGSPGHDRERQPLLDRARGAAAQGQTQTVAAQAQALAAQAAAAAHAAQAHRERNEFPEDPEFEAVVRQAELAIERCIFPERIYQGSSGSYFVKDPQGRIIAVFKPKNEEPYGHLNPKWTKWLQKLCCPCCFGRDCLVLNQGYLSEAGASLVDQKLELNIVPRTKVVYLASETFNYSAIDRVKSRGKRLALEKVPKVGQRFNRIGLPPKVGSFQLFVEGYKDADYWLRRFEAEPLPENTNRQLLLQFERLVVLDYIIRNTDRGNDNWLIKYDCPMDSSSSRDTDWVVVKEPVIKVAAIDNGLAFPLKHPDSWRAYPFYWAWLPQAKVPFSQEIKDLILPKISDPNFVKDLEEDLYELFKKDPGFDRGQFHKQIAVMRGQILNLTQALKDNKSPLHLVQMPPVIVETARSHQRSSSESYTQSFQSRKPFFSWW
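ADP-Glo luminescence measured ADP generated by PI4K2A enzyme (4 ug/mL before mixing) with 1.2 mM PI substrate (pre-mix) and 300 microM ATP (pre-mix). Tris pH7.5 buffer with MgCl2, Triton X-100; 1 h reaction at ambient temperature.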
JMJD2A Tudor – qHTS Assay for Inhibitors of JMJD2A-Tudor Domain; AlphaScreen JMJD2A-Tudor / H3K4me3 peptide binding; Potency, µM (highest dose often 114 µM), for the others: at the highest dose activity change, negative = inhibition, hits mostly inhibitors; 4.4% of 390,000 active; note: potency is the fitted concentration of half-maximal effect; % is set by controls: 0 for no effect and ±100 for the full control effect; nearly all actives have a fitted effect of over 50% in size
ERG Ets-DNA blk – qHTS for Small Molecule Inhibitors of the ERG Ets/DNA interaction; Transcriptional regulator ERG (Homo sapiens), P11308; fluorescence polarization, His-ERG Ets domain / labelled DNA; Potency, µM (highest dose often 76.9 µM), for the others: at the highest dose FP activity, negative = inhibition, usual class: inhibitors; 0.028% of 370,000 active; AID 624246, 2012; active = well fitted inhibition curve with a large enough effect in the polarisation, with a control signal flat; inconclusive = small, poorly fitted or top-dose-only effect, or effect the other way, or a change in a side signal; inactive = no such curve, though single readings can be large or run the other way; the % refers to the polarisation;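 note: polarization taken with two DNA probes labelled with fluorescein and Texas red; potency is the fitted concentration of half-maximal effect; % of control where 0% means no effect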
Target sequence (P11308 whole entry, looked up, the tested form may be a part): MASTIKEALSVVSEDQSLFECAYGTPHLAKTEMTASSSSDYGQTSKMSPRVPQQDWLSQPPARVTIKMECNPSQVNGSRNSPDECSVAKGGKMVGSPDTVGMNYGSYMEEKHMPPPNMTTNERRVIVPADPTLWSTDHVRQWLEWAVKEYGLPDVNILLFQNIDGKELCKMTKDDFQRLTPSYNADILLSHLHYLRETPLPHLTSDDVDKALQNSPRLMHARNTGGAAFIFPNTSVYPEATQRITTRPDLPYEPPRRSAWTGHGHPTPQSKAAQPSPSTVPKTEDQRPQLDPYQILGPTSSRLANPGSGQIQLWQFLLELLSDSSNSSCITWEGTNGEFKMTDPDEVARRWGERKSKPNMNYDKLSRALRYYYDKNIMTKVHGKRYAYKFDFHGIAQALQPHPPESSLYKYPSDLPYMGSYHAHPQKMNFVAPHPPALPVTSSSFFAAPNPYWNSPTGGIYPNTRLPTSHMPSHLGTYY
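His-tagged ERG Ets domain (1 uM in the protein solution; 300mM KCl, 50mM Tris-HCl, 1mM EDTA, 1mM DTT, pH 7.5) received compound, then a probe mix of 5 nM fluorescein-DNA and 100nM Texas-615-DNA. Fluorescence polarization was read for both dyes.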
Pin1 inh – qHTS Assay to Find Inhibitors of Pin1; Peptidyl-prolyl cis-trans isomerase NIMA-interacting 1 (Homo sapiens), Q13526; Pin1 FP peptide displacement, HiFluor488, 10 min; Potency, µM (series often up to 115 µM), for inactives: at the highest dose activity, negative = inhibition, hits mostly inhibitors; 0.009% of 390,000 active; AID 504891, 2011; active = well fitted inhibition curve with a large enough effect in the polarisation, with a control signal flat, not every such curve was filed as active; inconclusive = small, poorly fitted or top-dose-only effect, or effect the other way, or a change in a side signal; inactive = no such curve, though single readings can be large or run the other way; the % refers to the polarisation; note: potency is the fitted concentration of half-maximal effect; % is set by controls: 0 for no effect and ±100 for the full control effect
BAZ2B block – qHTS Assay for Inhibitors of BAZ2B. Bromodomain adjacent to zinc finger domain protein 2B (Homo sapiens), Q9UIF8. AlphaScreen BAZ2B-H3K14Ac peptide displacement. Potency, µM (titrated, usually from 114 µM), inactives show at the highest dose activity change, negative = inhibition, hits mostly inhibitors. 4.4% of 360,000 active; note: potency is the fitted concentration of half-maximal effect; % is set by controls: 0 for no effect and ±100 for the full control effect; nearly all actives have a fitted effect of over 60% in size
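Multi-concentration screen (max 110 uM) measuring displacement of acetylated histone H3 peptide from BAZ2B by AlphaScreen, using 50 nM protein, 50 nM peptide and 10 ug/mL streptavidin donor plus Ni-chelate acceptor beads.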
* hit, by the source's call; i = inactive; ? = inconclusive; . = not tested or not shown; [ ] = dose if it differs, or a comment. Unless noted, calls come from the whole dose curve; as a rule, active = well fitted curve in the direction sought with a large enough effect; inconclusive = small, poorly fitted or top-dose-only effect, or another doubt; inactive = no such curve, though single readings can be large; an effect the other way counts as inactive or inconclusive.

Sequence of screens – G9a inh	PGK inhibitor	HP1b binding inh	GLS inhibitor	PI4K2A block	JMJD2A Tudor	ERG Ets-DNA blk	Pin1 inh	BAZ2B block
> O=C(COC(=O)c1ccc(NS(=O)(=O)c2cccs2)cc1O)NC1CCCCC1
 : 13%	5%	13%	23%	-5	-7%	1%	-9%	-1%
> COc1cccc(C(C)NC(=O)C2CCCO2)c1 (stereo unspecified)
 : -4%	-5%	31%	-5%	0	-12%	-7%	7%	3%
> CC(C)C(NC(=O)C1CCCCC1)C(=O)Nc1ccncc1 (stereo unspecified)
 : -10%[2.33 µM]	-6%	19%	-11%	-2	-8%	22%	-3%	-6%
> CC1CCC(NC(=O)c2ccc3c(c2)N(Cc2ccccc2F)C(=O)c2ccccc2S3=O)CC1 (stereo unspecified)
 : -5%[59 µM]	-6%	39%	3%	-11	-6%	2%	29%	-18%
> COc1cc[n+]([O-])cc1[N+](=O)[O-]
 : .	-2%	10%	5%	-6	-7%	-6%	-2%	.
> Cc1ccc(-c2cc(C(=O)NCc3ccccc3Cl)c3ccccc3n2)cc1C
 : 15%[59 µM]	7%	15%	-20%	0	-9%	-6%	4%	-1%
> COc1ccc([N+](=O)[O-])cc1NC(=O)c1ccccc1SC
 : ?	-2%	7%	0%	3	2%	7%	7%	-3%
> CC(=O)Nc1ccc(OS(=O)(=O)c2ccc(C)cc2C)cc1
 : 19%	-1%	48%[activator]	-16%	4	1%	-14%	-3%	0%
> COc1ccccc1CNC(=O)CN1C(=O)NC2(CCCCCC2)C1=O
 : .	-5%	15%	-4%	4	-4%	4%	-2%	.
> COc1ccc(OC)c(-c2noc(CSc3nnc(Cc4ccccc4)n3-c3cccc(C)c3)n2)c1
 : -47%[59 µM]	-9%	25%	-4%	1	-35%	4%	22%	-31%
> COC(=O)CSc1nc(C(C)C)nc2ccccc12
 : 18%	-14%	27%	2%	-5	6%	-6%	-1%	12%
> CC(NC(=O)Nc1ccc(Cl)cc1)c1ccccc1 (stereo unspecified)
 : .	-1%	30%	0%	-2	-7%	9%	-3%	6%
> CCOC(=O)c1cc(C)n(S(=O)(=O)c2ccc(C)cc2)c1C
 : ?	4%	-7%	17%	1	40%[activator]	-7%	3%	-7%
> CC1=CC(C)(C)N(C(=O)c2ccccc2)c2ccc(C)cc21
 : -32%[12.7 µM]	5%	76%[activator]	5%	5	18%	8%	8%	10%
> CC1(C)CCCN(Cc2c(O)ccc3c(=O)c(-c4nc5ccccc5s4)c(N)oc23)C1
 : 13%[12.7 µM]	i	-4%	11%	2	-14%	6%	3%	-3%
> O=[N+]([O-])c1cc(S(=O)(=O)N2CCCCCC2)ccc1F
 : -6%[59 µM]	-15%	-3%	6%	18	-22%	-6%	-4%	-22%
> O=C(COC(=O)c1n[nH]c2ccccc12)c1ccc(F)c(F)c1
 : 10%[0.501 µM]	-9%	-2%	3%	-3	?	-2%	-2%	1%
> Cc1ccc(COc2ccc3oc(-c4ccccc4)c(C(=O)O)c3c2)cc1
 : -19%[59 µM]	.	21%	2%	5	-30%	-4%	-10%	-32%
> COc1ccc(C(=O)N2CCC(C(=O)Nc3ccc4c(c3)OCO4)CC2)cc1
 : 4%[59 µM]	-3%	25%	1%	3	-3%	5%	-4%	-1%
> O=C(C/C=N/OCc1ccc(Cl)cc1Cl)c1ccc(Cl)cc1
 : 61%[activator][12.7 µM]	-3%	194%[activator]	11%	6	82%[activator]	1%	6%	73%[activator]
> COCCN(C(=O)CSc1nnc(-c2ccccc2F)n1N)c1c(N)n(Cc2ccccc2)c(=O)[nH]c1=O
 : .	-5%	18%	6%	0	-3%	5%	0%	1%
> COc1ccccc1C(=O)N/C(=C\c1ccccc1)C(=O)NC(C)C(=O)O (stereo unspecified)
 : -4%	-1%	35%	8%	0	-9%	-1%	-2%	-3%
> N/C(Cc1ccc([N+](=O)[O-])cc1)=N\OC(=O)C1CCCCC1
 : .	4%	32%	0%	-1	1%	-6%	-4%	-1%
> CCN(CC)c1ccc(/C=C2/C(=O)c3ccc(C(=O)O)cc3C2=O)cc1
 : 13µM*	-25%	35µM*	?	-24	?	?	?	25µM*
> O=[N+]([O-])c1ccc(N/N=C/c2cccc(O)c2O)cc1
 : -10%[0.501 µM]	-6%	-10%	-4%	3	?	8%	33%[activator]	?
> COc1ccc(NC(=O)C(c2ccc(C)cc2)N(C)C(=O)c2ccc(=O)[nH]c2)cc1 (stereo unspecified)
 : 4%	-1%	33%	2%	-2	1%	2%	-5%	5%
> N#Cc1cccnc1N1CCN(C(=O)c2ccc3c(c2)S(=O)(=O)c2ccccc2C3=O)CC1
 : .	-6%	2%	4%	-4	-32%	3%	2%	.
> Clc1cccc2c3c([nH]c12)CCNC3
 : 10%	i	15%	-11%	0	-7%	0%	8%	8%
> O=C(Cn1cncn1)NCc1cccc(C(F)(F)F)c1
 : -7%	0%	45%[activator]	4%	1	5%	11%	1%	-19%
> NC1=NS(=O)(=O)NC1c1ccc(Cl)cc1 (stereo unspecified)
 : 3%	0%	12%	6%	-2	-5%	-2%	0%	-14%
> CC(O)c1cccc(NC(=O)CC(c2ccccc2)c2ccccc2)c1 (stereo unspecified)
 : 1%	i	32%	-5%	2	-14%	-14%	-6%	-17%
> CCCC(=O)N1CCN(c2ccc(NC(=O)c3ccc([N+](=O)[O-])o3)cc2)CC1
 : -29%	1%	22%	-16%	-3	-25%	0%	1%	-24%
> COC(=O)CNc1cccc(C(F)(F)F)c1
 : -5%	i	24%	3%	3	-8%	6%	-1%	-1%
> OCCN1CCN(c2ncnc3ccc(Br)cc23)CC1
 : -13%	-2%	33%	3%	-3	-6%	0%	1%	-3%
> Cc1nc2ncnn2c(N2CCC(C(=O)NC3CCCC3)CC2)c1Cc1ccccc1
 : 3%[12.7 µM]	-3%	15%	1%	-3	-10%	8%	0%	-4%
> COc1ccccc1N/C(N)=N/c1nc(C(F)(F)F)cc(=O)[nH]1
 : ?	7%	7%	0%	0	-26%	2%	27%	0%
> COc1ccc(N2CCN(C(=O)c3c(C)nn(-c4ccccc4)c3C)CC2)cc1
 : ?	i	8%	26%	-4	-22%[57.1 µM]	2%	-4%	-25%
> CCOc1ccccc1/C=N/N1CCN(Cc2ccccc2)CC1
 : .	-1%	?	6%	0	56µM*	-4%	-2%	50µM*
> Cc1ccc(CC2C(=O)N(c3ncccn3)C(=O)C2C)cc1 (stereo unspecified)
 : 9%	0%	41%[activator]	-1%	4	-4%	10%	-6%	9%
> CCOc1ccc(N(C(C)C(=O)Nc2cccnc2)S(C)(=O)=O)cc1 (stereo unspecified)
 : -34%	-6%	44%[activator]	-1%	-4	-6%	-1%	2%	1%
> CC(C)=CC(=O)Nc1nnc(C(C)C)s1
 : 7%	-3%	15%	-5%	2	-10%	-2%	-4%	-5%[57.1 µM]
> CC(C(=O)NCc1ccc(Cl)cc1)n1ccc2cc(S(=O)(=O)N3CCCCCC3)ccc21 (stereo unspecified)
 : -3%[59 µM]	-6%	62%[activator]	-3%	-1	-1%	9%	7%	6%
> COC(=O)c1c(C(=O)OC)n(CCCN)c2ccc(C)cc12
 : 0%[12.7 µM]	-3%	2%	-1%	9	-13%	-2%	0%	-4%
> CCOc1ccccc1NC(=O)c1ccc2c(c1)CCN2S(C)(=O)=O
 : -7%[59 µM]	-3%	34%	9%	6	-14%	1%	-4%	-3%
> O=C(Nc1ccc2nc3n(c(=O)c2c1)CCCC3)c1ccccc1[N+](=O)[O-]
 : 7%[59 µM]	3%	15%	1%	0	-6%	-4%	0%	-3%
> O=c1oc2ccccc2c2c1SC(C(F)(F)F)C2 (stereo unspecified)
 : 0%	-3%	45%	3%	0	1%	-3%	-6%	3%
> CCC1=Nc2cc(C(=O)O)ccc2Sc2ccccc21
 : -22%	6%	41%[activator]	6%	2	-19%	-2%	-2%	-8%
> C/C(CC(=O)Nc1ccc2c(c1)OCO2)=N\NC(=O)OC(C)(C)C
 : -13%	3%	?	0%	-26	-28%	-4%	2%	4%
> CCOC(=O)c1c(NC(=O)c2ccc(S(=O)(=O)N(C)CC3CCCO3)cc2)sc2c1CCN(C)C2 (stereo unspecified)
 : ?	-1%	17%	3%	7	-19%	-2%	31%[activator]	-1%
> O=C(CCNC(=O)c1ccccc1Cl)Nc1nc2ccccc2[nH]1
 : .	-6%	19%	-7%	-1	?	-19%	0%	.
> Cc1cccc(N2CC(C(=O)Nc3ccc(S(=O)(=O)N4CCCCC4)cc3)CC2=O)c1C (stereo unspecified)
 : -11%	7%	42%[activator]	-5%	-3	-16%	-3%	1%	-24%
